PKM2 activator = qHTS Assay for Activators of Human Muscle isoform 2 Pyruvate Kinase. purified PKM2, Kinase-Glo ATP luminescence, activation; response scale: 0% is enzyme alone, no compound. 260,000 compounds, 0.34% hits. Potency, µM (highest dose often 57.5 µM), for the others: top-dose activation, usual class: activators; further: potency means the concentration at half of the fitted maximal effect; on the % scale 0 is the no-effect control and ±100 the full control effect; nearly all actives have a fitted effect of over 55% in size
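Purified hPK-M2 (>95% pure) converted ADP (0.1 mM final) to ATP with 0.5 mM PEP in 50 mM imidazole pH7.2, KCl, MgCl2, Tween 20, BSA; 1 h at room temperature. ATP detected by Kinase-Glo luminescence.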
FLuc counter = qHTS profiling assay for firefly luciferase inhibitor/activator using purifed enzyme and Km concentrations of substrates (counterscreen for miR-21 project); Potency, µM (top dose mostly 57.5 µM), for inactives: at the top dose activity change, negative = inhibition, usual class: inhibitors; Luciferin 4-monooxygenase (Photinus pyralis), P08659; purified FLuc, Km substrates, luminescence inhibition; 360,000 compounds, 6.9% hits;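 further: potency means the concentration at half of the fitted maximal effect; plate controls were vehicle for no effect and reference inhibitor for full effect; nearly all actives have a fitted effect of over 55% in size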
Target sequence (P08659 whole entry, looked up): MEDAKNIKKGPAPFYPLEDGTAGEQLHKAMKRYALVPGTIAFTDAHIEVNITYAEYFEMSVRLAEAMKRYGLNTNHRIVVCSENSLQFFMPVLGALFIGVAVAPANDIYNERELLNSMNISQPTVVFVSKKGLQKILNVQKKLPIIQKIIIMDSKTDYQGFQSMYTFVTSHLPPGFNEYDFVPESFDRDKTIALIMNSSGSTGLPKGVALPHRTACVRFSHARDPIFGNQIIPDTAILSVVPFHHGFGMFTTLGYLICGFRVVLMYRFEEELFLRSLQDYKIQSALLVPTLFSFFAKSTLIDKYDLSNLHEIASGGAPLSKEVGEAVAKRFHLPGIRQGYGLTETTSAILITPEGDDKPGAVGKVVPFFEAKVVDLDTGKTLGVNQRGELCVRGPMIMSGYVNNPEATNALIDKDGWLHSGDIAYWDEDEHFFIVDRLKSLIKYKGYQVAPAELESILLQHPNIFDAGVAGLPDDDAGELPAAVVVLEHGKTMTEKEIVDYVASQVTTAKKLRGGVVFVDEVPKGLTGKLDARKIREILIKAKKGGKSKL
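Biochemical qHTS of compounds, final roughly 60 µM downward over six points, against 10 nM purified firefly luciferase using Km concentrations of substrates (10 uM D-luciferin, 10 uM ATP) in Tris acetate pH 7.5 buffer; luminescence output.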
Gal4-VP16 FLuc = VP16 counterscreen qHTS for inhibitors of ROR gamma transcriptional activity; Drosophila S2 Gal4-VP16 UAS-luciferase, luminescence, 20 h; Potency, µM (highest dose often 53.6 µM), for the others: at the top dose activity, negative = inhibition, actives largely listed as inhibitors; 310,000 compounds, 3.5% hits; AID 2546, 2010;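 further: Gal4-VP16 expression switched on by copper sulfate through the metallothionein promoter; potency means the concentration at half of the fitted maximal effect; on the % scale 0 is the no-effect control and ±100 the full control effect; nearly all actives have a fitted effect of over 50% in size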
Menin-MLL TR inh = qHTS Assay for Inhibitors Targeting the Menin-MLL Interaction in MLL Related Leukemias: Competition With Texas Red Labeled MLL-derived Mutant Peptide. AID 1768, 2009. Potency, µM (doses to about 61.6 µM), inactives show top-dose FP activity change, negative = inhibition, actives largely listed as inhibitors. O00255. Menin + Texas Red MLL mutant peptide, fluorescence polarization. 270,000 compounds, 0.23% hits; active means well fitted inhibition curve with a large enough effect in the polarisation, with a control signal flat, not every such curve was filed as active; inconclusive means small, poorly fitted or top-dose-only effect, or effect the other way, or a change in a side signal; inactive means no such curve, though single readings can be large or run the other way; the % refers to the polarisation; further: potency means the concentration at half of the fitted maximal effect; % of control where 0% means no effect; many of its hits are not listed in these tables
BRCA1 expr act = qHTS Assay to Identify Small Molecule Activators of BRCA1 Expression | 380,000 compounds, 1.1% hits | MCF7-BRCA1-FFLuc reporter, luminescence, 48 h; response scale: scaled: vehicle 0%, 10 µM genistein 100% | Potency, µM (highest dose often 46.1 µM), inactives show top-dose activation, most hits filed as activators | AID 624202, 2012; further: potency means the concentration at half of the fitted maximal effect; nearly all actives have a fitted effect of over 80% in size; some results filed as inactive show a strong effect at the top dose
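Activators of BRCA1 expression were detected as increased firefly luciferase luminescence in engineered MCF7 cells after 48 h compound incubation. Signals were scaled to genistein 10 microM as full activation.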
Rab9 prom act = qHTS Assay for Rab9 Promoter Activators | 320,000 compounds, 2.8% hits | Potency, µM (highest dose often 9.22 µM), for the others: at the top dose activation, negative = inhibition, most hits filed as activators | Huh7 Rab9 promoter-luciferase reporter, luminescence, 24 h; further: potency means the concentration at half of the fitted maximal effect; % of control where 0% means no effect; nearly all actives have a fitted effect of over 60% in size
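Huh7 reporter line, Rab9 promoter upstream of luciferase. Compound exposure 24 h at 37 °C in reduced-serum medium with 10% FBS. Read-out: luminescence.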
Giardia kill = Small Molecules that selectively kill Giardia lamblia: qHTS; Giardia lamblia trophozoite viability; activity change, % at 7.66 µM, hits read low; 340,000 compounds, 0.15% hits; in the data active means activity change below about -80%; inconclusive means between about -30% and that limit;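 further: parasites exposed to compound for two days anaerobically before the ATP read; on the % scale 0 is the no-effect control and ±100 the full control effect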
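Killing of trophozoites was scored by loss of ATP luminescence after a 48 hrs anaerobic exposure to compounds at 37 deg C, using 100 cells per well.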
NPC1 prom act = qHTS Assay for NPC1 Promoter Activators; 320,000 compounds, 2.4% hits; Potency, µM (top dose mostly 9.22 µM), for inactives: at the highest dose activation, actives largely listed as activators; Huh7 NPC1 promoter luciferase reporter, 24 h; AID 485313, 2010;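 further: potency means the concentration at half of the fitted maximal effect; % of control where 0% means no effect; nearly all actives have a fitted effect of over 60% in size; reporter is driven by a mutant NPC1 promoter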
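Readout is luciferase luminescence, reflecting NPC1 promoter activation in stably transfected Huh7 cells after 24 h compound exposure at 37 °C in reduced-serum medium with 10% FBS.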
ELG1 genotox = qHTS screen for small molecules that induce genotoxicity in human embryonic kidney (HEK293T) cells expressing luciferase-tagged ELG1 | HEK293T ELG1-luciferase reporter, luminescence, 16 h | Potency, µM (doses to about 46 µM), for inactives: top-dose activity change, positive = activation, most hits filed as activators | 330,000 compounds, 1.3% hits; further: potency means the concentration at half of the fitted maximal effect; % of control where 0% means no effect; nearly all actives have a fitted effect of over 60% in size
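Cells (2,000/well) expressing the ELG1-luciferase fusion are dosed by pin tool and kept 16 hr at 37 °C, 5% CO2. Signal comes from ONE-Glo luciferase reagent after 30 min at room temperature.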
p53 reactivation = qHTS assay for re-activators of p53 using a Luc reporter. H1299 p53-A138V BP100-luciferase reporter, luminescence, 24 h. Potency, µM (top dose mostly 92.2 µM), without a hit: at the highest dose activity change, positive = activation, actives largely listed as activators. 320,000 compounds, 0.063% hits; further: potency means the concentration at half of the fitted maximal effect; % of control where 0% means no effect; nearly all actives have a fitted effect of over 45% in size
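p53-null H1299 cells stably carrying temperature-sensitive p53-A138V and a BP100-luciferase reporter were pinned with compounds (4-point, 1:5 series) and held 24 hrs at 37 deg C. Luminescence was read 10 min after detection reagent.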
RORg inh = qHTS for inhibitors of ROR gamma transcriptional activity; AID 2551, 2010; 310,000 compounds, 5.4% hits; Drosophila S2 Gal4-RORgamma UAS-luciferase reporter, 20 h; Nuclear receptor ROR-gamma (Mus musculus), P51450; Potency, µM (highest dose often 53.6 µM), inactives show top-dose activity change, negative = inhibition, usual class: inhibitors; further: potency means the concentration at half of the fitted maximal effect; on the % scale 0 is the no-effect control and ±100 the full control effect; nearly all actives have a fitted effect of over 60% in size
Target sequence (P51450 whole entry, looked up, the tested form may be a part): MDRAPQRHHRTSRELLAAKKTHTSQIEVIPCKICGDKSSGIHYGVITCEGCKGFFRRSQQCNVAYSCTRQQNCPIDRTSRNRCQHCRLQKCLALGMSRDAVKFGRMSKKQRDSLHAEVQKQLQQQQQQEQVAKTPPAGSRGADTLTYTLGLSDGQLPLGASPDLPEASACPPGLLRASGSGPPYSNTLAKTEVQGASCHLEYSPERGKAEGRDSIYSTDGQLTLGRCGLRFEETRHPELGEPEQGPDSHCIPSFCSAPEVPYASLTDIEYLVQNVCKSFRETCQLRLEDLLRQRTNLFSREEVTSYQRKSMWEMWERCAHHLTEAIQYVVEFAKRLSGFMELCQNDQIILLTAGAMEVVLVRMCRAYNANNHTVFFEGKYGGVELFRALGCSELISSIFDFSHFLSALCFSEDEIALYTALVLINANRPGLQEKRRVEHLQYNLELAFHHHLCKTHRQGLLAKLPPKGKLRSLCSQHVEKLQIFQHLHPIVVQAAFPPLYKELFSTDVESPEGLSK
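Luciferase reporter read in Schneider cells carrying Gal4-RORγ (mouse) and UAS-Photinus luciferase; cells given compound 1 h before 700 uM copper sulfate induction, then incubated 20 h at ambient temperature.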
Numbers without * were called inactive; u = inconclusive; x = no result given; & = joins results of further samples; [ ] = another dose, or the depositor's remark. Unless noted, the call rests on the fitted dose curve; in most records, active means well fitted curve in the direction sought with a large enough effect; inconclusive means small, poorly fitted or top-dose-only effect, or another doubt; inactive means no such curve, though single readings can be large; an effect the other way counts as inactive or inconclusive. An excerpt. The share of hits here may be higher or lower than overall.

Below each SMILES – PKM2 activator | FLuc counter | Gal4-VP16 FLuc | Menin-MLL TR inh | BRCA1 expr act | Rab9 prom act | Giardia kill | NPC1 prom act | ELG1 genotox | p53 reactivation | RORg inh
(1) COC(=O)C(Cc1ccccc1)NC(=O)CCCC(=O)NCc1cccc(OC)c1 (configuration not stated)
  -1%[11.5 µM] | 7% | 2% | 11% | 6% | -1% | -15 | -4% | -6% | u | 2%
(2) CCN(CC)S(=O)(=O)c1ccc(NC2CCCc3ccccc32)nc1 (configuration not stated)
  -1% | -9% | 1% | 12% | -40% | 3% | -6 | 4% | -1% | -12% | u
(3) COc1ccc(C(=O)Nc2ccc(NC(=O)c3ccccn3)cn2)cc1
  -1% | u | 8% | u | 51% | 12% | 18 | 24% | 9% | 7% | 4%
(4) CC1(c2ccccc2Cl)NC(=O)N(CC(=O)Nc2ccc(N3CCCCC3)cc2)C1=O (configuration not stated)
  x | u | x | x | -3% | 1% | -13 | -3% | 1% | -5% | x
(5) COC(=O)c1sccc1NC(=O)Cn1cnc2c1c(=O)n(C)c(=O)n2C
  7% | 4% | 1% | 9% | 15% | -2% | -11 | -3% | -2% | -3% | -2%
(6) Cc1nnc(-c2ccc(Oc3ccc(Cl)cc3)c([N+](=O)[O-])c2)o1
  -3% | -1% | 0% | 14% | -33% | 2% | -16 | -1% | -5% | -3% | 28%
(7) COc1ccc(OCCN2CCN(S(=O)(=O)c3ccccc3C#N)CC2)cc1
  x | 7% | x | x | -37% | -8% | 4 | -5% | -2% | 5% | x
(8) Cc1ccccc1OCC(O)CN1CCC(C)CC1 (configuration not stated)
  -1% | -1% | -17% | -5% | 1% | -2% | 39[activator] | -3% | -5% | -5% | 8%
(9) CCN(CC)S(=O)(=O)c1ccc(N/N=C/c2ccc(O)cc2O)nc1
  6% | -12% | u | u | -62% | -27% | 10 | -10% | 12% | 28% | 14µM*
(10) Cn1c(Cn2c(=O)sc3ccccc32)nnc1SCC(=O)N1CCc2ccccc21
  1% | 1% | -3% | -17% | -24% | -1% | -28 | 0% | 0% | 0% | -35%
(11) CC(C)(C)NC(=O)C1CCN(C(=O)c2ccco2)CC1
  2% | -1% | 5% | -12% | -1% | 5% | -3 | 0% | 5% | -1% | -35%
(12) CC(=O)c1ccc(N2CCN(C(=O)c3cc(-c4cccnc4)nc4ccc(Br)cc34)CC2)cc1
  0% | 11µM* | -17% | 14% | -4% | 0% | -1 | 2% | -9% | -3% | 3%
(13) CCCCCc1ccc(-c2cn(Cc3ccc(C)cc3)nn2)cc1
  0% | u | 5% | 20% | 0% | 3.5µM* | -9 | u | -6% | 6% | 20%
(14) Fc1ccc(CN2CCN(C(c3ccccc3)c3ccccc3)CC2)cc1
  3% | 2% | -25% | u | -4% | -3% | 1 | -1% | -5% | x | 22%
(15) Cc1cccc(C(=O)Nc2cc(NC(=O)c3cccs3)ccc2C)c1
  -1% | u | -8% | 16% | -30% | -1% | 3 | -8% | -7% | x | 2%

The final four entries of the part above lead into the next.
Below each SMILES – PKM2 activator | FLuc counter | Gal4-VP16 FLuc | Menin-MLL TR inh | BRCA1 expr act | Rab9 prom act | Giardia kill | NPC1 prom act | ELG1 genotox | p53 reactivation | RORg inh
(12) CC(=O)c1ccc(N2CCN(C(=O)c3cc(-c4cccnc4)nc4ccc(Br)cc34)CC2)cc1
  0% | 11µM* | -17% | 14% | -4% | 0% | -1 | 2% | -9% | -3% | 3%
(13) CCCCCc1ccc(-c2cn(Cc3ccc(C)cc3)nn2)cc1
  0% | u | 5% | 20% | 0% | 3.5µM* | -9 | u | -6% | 6% | 20%
(14) Fc1ccc(CN2CCN(C(c3ccccc3)c3ccccc3)CC2)cc1
  3% | 2% | -25% | u | -4% | -3% | 1 | -1% | -5% | x | 22%
(15) Cc1cccc(C(=O)Nc2cc(NC(=O)c3cccs3)ccc2C)c1
  -1% | u | -8% | 16% | -30% | -1% | 3 | -8% | -7% | x | 2%
(16) O=C(O)CSCC(=O)NCc1cccc(C(F)(F)F)c1
  -3% | 4% | 2%[10 µM] | 12% | 11% | 0% | 0 | -2% | -2% | 4% | 0%
(17) O=Cc1ccc(OCc2ccc3c(c2)OCO3)cc1
  9% | 4.8µM* | 1% | 11% | 2.8µM* | 2% | 21 | 17% | 18µM* | x | -2%[1.91 µM]
(18) COCCN(Cc1cc2cc(C)c(C)cc2nc1Cl)C(=O)Nc1ccccc1
  -14% | -10% | u | 16% | 2% | -6% | 21 | 3% | 1% | -3% | 9%
(19) O=C(O)CCC1(C(=O)O)OCCc2ccccc21 (configuration not stated)
  -8% | 2% | -10%[0.365 µM] | 12% | 2% | -1% | -12 | 9% | 2% | 10% | 19%
(20) COc1ccc(N2CCN(C(=O)CN3C(=O)NC(C)(c4ccc5ccccc5c4)C3=O)CC2)cc1 (configuration not stated)
  x | 7% | x | x | -92%[inhibitor] | -18% | -16 | -8% | -1% | -5% | x
(21) COc1ccc(/C=C2/C(=O)OCc3cc(OC)c(OC)cc32)cc1
  3% | 2% | 9% | 10% | -75% | -28% | 9 | -26% | 5% | 0% | -9%
(22) Cc1ccc2ncc([N+](=O)[O-])n2c1
  1% | 0% | -7% | 12% | 20% | -3% | u | 3% | -4% | 2% | 0%
(23) Cc1ccc(F)cc1NC(=O)Nc1cc(C(C)(C)C)nn1C
  -7% | 0% | -7% | x | -22% | -1% | 7 | -3% | -8% | -4% | 13%
(24) COc1ccc(-c2cc(C(=O)Nc3ccccc3SC)no2)cc1OC
  -2% | 0% | u | 1% | -33% | 0% | -2 | -2% | 10% | 2% | -60%
(25) Cc1ccc(C)c(OC(=O)c2cccc(S(=O)(=O)N3CCN(C)CC3)c2)c1
  0% | 1% | -3% | x | 3% | 3% | 10 | -1% | 0% | 12% | 42%
(26) Cc1ccc(C(=O)Nc2cc(S(=O)(=O)N3CCOCC3)ccc2N2CCCC2)cc1
  x | -1% | x | x | 0% | -12% | -15 | -2% | 2% | -3% | x
(27) CCCCc1cc(=O)oc2cc(OCC(=O)NCc3ccccn3)c(Cl)cc12
  x | 1% | -10% | x | 0% | -2% | -6 | 1% | 2% | 8% | -8%
(28) CCOC(=O)c1ccc(NC(=O)c2c(NC(=O)CCC(=O)O)sc3c2CCCCC3)cc1
  1% | -17% | 1% | u | 37% | -16% | u | -5% | 9% | 13% | 10µM*
(29) CN(C)/C=N/c1cc(=O)n(C)c(=O)n1CC1CC1
  -2%&-1% | 1% | 0%&1% | -8%&-14% | -4% | -3% | 28 | 0% | 10% | -8% | -20%&-32%
(30) Cc1noc(C)c1CSCC(=O)N(CCC(C)C)c1c(N)n(Cc2ccccc2)c(=O)[nH]c1=O
  -6% | 4% | -21% | x | -16% | 2% | 6 | -2% | -2% | -5% | -25%
(31) COc1ccccc1C1CC(c2cccs2)=NN1C(=O)CCC(=O)O (configuration not stated)
  0% | -2% | -2% | 0% | -6% | 0% | 0 | -6% | 0% | x | -17%
(32) COc1ccc(N2C(=O)CN(Cc3cc(OC)c(OC)c(OC)c3)C2=S)cc1
  0% | -2% | -1% | -11% | -41% | 1% | 10 | -1% | -14% | 1% | 22%
(33) Cc1cc(C(=O)N/N=C/C=C/c2ccc(Br)cc2)n[nH]1
  1% | 2% | 2% | u | -7% | -3% | -12 | -2% | -4% | -2% | -22%
(34) O=C(C1CCN(S(=O)(=O)Cc2ccccc2)CC1)N1CCN(c2ncccn2)CC1
  -2% | 3% | -5% | -2% | -21% | 1% | 5 | 0% | 1% | -1% | -1%
(35) COc1cccc(C2=Nc3cccc4cccc(c34)N2)c1
  4% | 12µM* | -6% | u | -52% | 18% | 9 | u | 2% | -10% | -15%
(36) O=C(Nc1ccccc1)N(CCN1CCOCC1)Cc1cccc(Cl)c1
  -2% | -1% | 11% | -1% | -1% | 7% | 8 | 0% | 10% | 0% | 43%
(37) Cc1ccc(-c2noc(C3CCN(S(C)(=O)=O)CC3)n2)o1
  -5% | u | 1% | -7% | 47% | u | 10 | u | u | 18% | 38%[10 µM]
